High-throughput results as filed in PubChem.
LMP1 NFkB inh = inhibitors of Epstein-Barr LMP1-induced NF-kappaB reporter; LMP1-induced NF-kappaB luciferase reporter cells, luminescence; actives 0.69% (n = 350,000); inhibition, % at 12.5 µM; AID 504558; in the data active means inhibition above about 41%;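 further: 0% = neutral control wells and 100% = reference inhibitor control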
NOD2-RIPK2 inh = NOD2-RIPK2 protein interaction inhibition. O43353. CHO BLA complementation NOD2-RIPK2, CCF4 ratio. inhibition, % at 4.98 µM. actives 0.38% (n = 360,000). AID 624267; in the data active means inhibition above about 21%;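 further: 0% = vehicle only and 100% = reference blocker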
NCOA1 inh = inhibitors of human steroid receptor coactivator 1 (SRC1). Q15788. HEK293 GAL4-SRC1 luciferase reporter, luminescence. inhibition, % at 3.6 µM. actives 0.12% (n = 360,000);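 active means inhibition above the campaign mean plus 3 SD, with each screening campaign given its own cutoff, cut at about 60% in these data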;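 further: 0% = DMSO treated cells and 100% = gossypol at 36 µM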
NCOA3 inh = human NCOA3 inhibition; inhibition, % at 3.6 µM; actives 0.17% (n = 360,000); Q9Y6Q9; HEK293 GAL4-SRC3 luciferase reporter, luminescence; AID 588352;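 active means inhibition above a per-campaign cutoff, the mean of all compounds plus 3 SD, cut at about 60% in these data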;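 further: 0% = DMSO-treated cells and 100% = gossypol-treated cells at 36 µM; higher means less SRC3-driven luciferase light from the GAL4 reporter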
SRC2 inh = inhibits human steroid receptor coactivator 2. Q15596. HEK293 GAL4-SRC2 luciferase reporter, luminescence. inhibition, % at 9 µM. actives 0.17% (n = 370,000). AID 651957;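 active means inhibition above the mean inhibition of all tested compounds plus 3 SD, set per campaign, cut at about 52% in these data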;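 further: 0% = DMSO treated cells and 100% = cells given Gossypol at 36 µM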
NR2F2 inh = inhibitors of human COUP-TFII (NR2F2) | P24468 | inhibition, % at 8.6 µM | actives 0.7% (n = 370,000) | HEK293T NGFI-A luciferase reporter, luminescence;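 active means inhibition above a per-plate cutoff, mean inhibition of test wells between control levels plus 3 SD, cut at about 38% in these data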;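 further: cells cotransfected with COUP-TFII expression vector driving the NGFI-A reporter; 0% = median of COUP-TF2 test wells and 100% = reporter-only cells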
TLR9-MyD88 inh = blocks human TLR9 binding to MyD88. inhibition, % at 4.98 µM. actives 0.21% (n = 340,000). CHO BLA complementation TLR9-MyD88, CCF4 FRET ratio. Q9NR96+Q99836. AID 504734;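 active means inhibition above the mean over all tested compounds plus 3 SD, cut at about 21% in these data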;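 further: 0% = DMSO only wells and 100% = clavulanate BLA inhibitor control wells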
TWEAK-Fn14 inh = TWEAK-Fn14 signaling inhibition; TWEAK-stimulated Fn14 reporter cells, luciferase luminescence, 8 h; inhibition, % at 10 µM; actives 2% (n = 360,000); AID 1159606; in the data active means inhibition above about 50%
TROY signal inh = TROY signaling inhibition. inhibition, % at 10 µM. actives 0.98% (n = 360,000). Q293 LMP1-TROYcd NF-kB luciferase reporter, 4 h;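 active means compounds whose plate-normalised and pattern-corrected inhibition of the luciferase reporter signal at the single screening dose is 50% or more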
NR5A2 inv ag = suppresses constitutive activity of human LRH-1. HEK293T StAR-luciferase reporter, LRH-1 transfected, 24 h. inhibition, % at 3.6 µM. actives 0.13% (n = 360,000);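 active means inhibition above the mean inhibition of all tested compounds plus 3 SD, cut at about 73% in these data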;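 further: 0% = DMSO wells and 100% = reporter-only cells lacking LRH-1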
TRAIL sens C8 = sensitizes caspase-8 expressing cells to TRAIL. NB7+C8 cells + TRAIL, ATPlite viability luminescence. inhibition (viability loss, TRAIL sensitization), % at 10 µM. actives 1% (n = 360,000);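 active means compounds causing at least 50% loss of cell viability in the single-dose screen, relative to plate controls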
An asterisk follows results filed as active; / = not tested or not shown. An excerpt; rates above refer to the full screens.

SMILES	LMP1 NFkB inh	NOD2-RIPK2 inh	NCOA1 inh	NCOA3 inh	SRC2 inh	NR2F2 inh	TLR9-MyD88 inh	TWEAK-Fn14 inh	TROY signal inh	NR5A2 inv ag	TRAIL sens C8
C=CCN1C(=O)/C(=C2/Sc3ccccc3N2CC)SC1=S	8	1	2	-7	-19	13	-9	-18	23	8	9
CCn1c(-c2ccc(N(C)C)cc2)nc2ccccc21	-10	-13	-67	-71	-4	-25	-13	28	-23	-128	65*
CS(=O)(=O)N(CC(=O)NCc1ccccc1Cl)Cc1ccccc1	-2	8	-8	10	4	6	-9	7	-4	5	-14
Cc1cccnc1NC(=O)c1cc2c(=O)oc3ccccc3c2s1	-7	-7	7	-6	-11	3	10	-3	5	-4	-9
C=CCOc1cc(OC)c(OC)c(OC)c1	-4	-6	5	-2	-11	-8	-1	-8	-14	6	1
O=C(NCc1ccc(Cl)c(Cl)c1)c1cc(C2CCCCN2C(=O)OCCF)on1 (stereo not drawn)	/	1	2	-15	13	23	/	14	-17	10	1
CCCOCC(O)CC(Cc1ccccc1)C(=O)NN (stereo not drawn)	-5	1	-20	9	-3	14	0	5	-4	-7	2
COc1ccc(S(=O)(=O)N2CCCCCC2)cc1C(=O)N1CCN(c2ccc(F)cc2)CC1	0	-11	-10	-7	-12	14	0	-3	4	-10	-16
O=C(CN1CCc2ccccc2C1)Nc1ccccc1F	-16	-3	-19	19	-46	-12	9	10	0	24	-13
O=C(COC(=O)c1cccc(Cl)c1)NC(=O)NCc1ccccc1	8	-1	-28	18	-5	8	-12	4	-13	2	2
O=C(NCCc1ccc(F)cc1)c1coc(=O)c(Br)c1	-20	4	-21	-6	7	12	-7	90*	-7	-8	40
N#C/C(=C\c1c(N2CCC(C(N)=O)CC2)nc2ccccn2c1=O)S(=O)(=O)c1ccccc1	-8	9	-4	11	-18	10	4	-5	3	2	-2
CCOc1ccc(Nc2ccc(N)c(S(=O)(=O)O)c2)cc1	-2	5	-6	16	-7	5	-1	-1	6	5	-6
CCCN(/C=N/c1sc2c(c1C#N)CCCCC2)CCC	-15	-10	-6	2	-6	1	0	-16	14	-7	17
On1nnc2ccc3ccccc3c21	22	-7	0	4	3	2	2	21	12	10	31
Cc1nc2ccccc2n1CC(O)COCC1CC=CCC1 (stereo not drawn)	17	13	3	21	27	28	0	4	18	17	8
COc1ccc(/C=C2\SC(=S)N(N3CCOCC3)C2=O)c(OC)c1	-19	2	-13	20	-6	-4	2	-48	-26	10	3
O=C(CN1CCOCC1)Nc1ccc(OC(F)(F)F)cc1	-45	-2	-13	-12	4	-4	4	-9	-9	-17	0
COc1cc(OC)cc(C(=O)Nc2cc(-c3cn4cccnc4n3)ccc2C)c1	-12	-10	-11	12	-34	6	0	-6	-5	-14	15
CCCn1ncc(/C=N/O)c1C	/	-1	29	31	26	23	/	16	10	12	-12
Cc1ccc(C(=O)c2ccc(C)cc2)cc1	-6	-7	-5	6	9	5	-9	-13	-65	9	-6
Cc1cc(C(=O)NCc2ccccc2Cl)c2ccccc2n1	-9	2	-8	-3	2	-17	-8	14	-4	9	-9
CC1(CCC(=O)O)C(=O)CCC2C1CCC1(C)C2CCC1(C)O (stereo not drawn)	6	-4	-31	-5	-4	5	-14	-9	3	-1	-16
COCc1[nH]nc2c1C(c1cc(OC)c(O)c(OC)c1)C(C#N)=C(N)O2 (stereo not drawn)	0	-9	9	-18	-4	9	-12	6	5	0	3
COc1ccc(-c2cc(C(=O)N3CCN(C(=O)c4ccccc4F)CC3)[nH]n2)cc1	-1	2	-31	15	15	-6	13	-9	-9	11	-4

5 compounds already listed, sorted by number of heavy atoms, ascending.
SMILES	LMP1 NFkB inh	NOD2-RIPK2 inh	NCOA1 inh	NCOA3 inh	SRC2 inh	NR2F2 inh	TLR9-MyD88 inh	TWEAK-Fn14 inh	TROY signal inh	NR5A2 inv ag	TRAIL sens C8
CCCn1ncc(/C=N/O)c1C	/	-1	29	31	26	23	/	16	10	12	-12
Cc1ccc(C(=O)c2ccc(C)cc2)cc1	-6	-7	-5	6	9	5	-9	-13	-65	9	-6
CCCN(/C=N/c1sc2c(c1C#N)CCCCC2)CCC	-15	-10	-6	2	-6	1	0	-16	14	-7	17
O=C(COC(=O)c1cccc(Cl)c1)NC(=O)NCc1ccccc1	8	-1	-28	18	-5	8	-12	4	-13	2	2
COCc1[nH]nc2c1C(c1cc(OC)c(O)c(OC)c1)C(C#N)=C(N)O2 (stereo not drawn)	0	-9	9	-18	-4	9	-12	6	5	0	3

The listing picks up with the three entries that preceded the break.
SMILES	LMP1 NFkB inh	NOD2-RIPK2 inh	NCOA1 inh	NCOA3 inh	SRC2 inh	NR2F2 inh	TLR9-MyD88 inh	TWEAK-Fn14 inh	TROY signal inh	NR5A2 inv ag	TRAIL sens C8
CC1(CCC(=O)O)C(=O)CCC2C1CCC1(C)C2CCC1(C)O (stereo not drawn)	6	-4	-31	-5	-4	5	-14	-9	3	-1	-16
COCc1[nH]nc2c1C(c1cc(OC)c(O)c(OC)c1)C(C#N)=C(N)O2 (stereo not drawn)	0	-9	9	-18	-4	9	-12	6	5	0	3
COc1ccc(-c2cc(C(=O)N3CCN(C(=O)c4ccccc4F)CC3)[nH]n2)cc1	-1	2	-31	15	15	-6	13	-9	-9	11	-4
COC(=O)c1ccc(NC(=O)COc2ccc([N+](=O)[O-])cc2)cc1	4	5	-1	1	2	9	-1	-8	9	3	11
CCOC(=O)CNC(=O)CSc1nc2cccnc2n1Cc1ccccc1	6	-2	-3	-11	-6	13	-8	-7	-3	-3	-8
Cc1cnc(CN(C)Cc2nc(Cc3cccc(C(F)(F)F)c3)no2)[nH]1	0	2	2	17	-27	-6	-5	16	4	11	0
CN(CC(=O)Nc1ccc(F)cc1)C(=O)c1cc([N+](=O)[O-])ccc1N1CCOCC1	2	0	23	17	21	20	-2	3	-7	25	-3
Cc1nc([N+](=O)[O-])c(Br)n1Cc1ccc(Cl)c(Cl)c1	-9	23*	-6	18	47	31	8	81*	31	7	30
CN1CCN(C(=O)c2ccc3c(c2)OCCO3)CC1	-8	-5	2	-8	-22	-12	5	-4	7	-11	-18
CC(C#N)N1CCN(S(=O)(=O)c2ccc3c(c2)CCC3)CC1 (stereo not drawn)	8	-9	-1	13	31	12	-9	2	14	2	-8
COc1ccc(-c2cc(NC=O)c3ncc(-c4cc(OC)c(OC)c(OC)c4)n3c2)cc1	/	-3	-14	-1	17	-79	/	25	12	23	11
Cc1cc(-c2cc(C(=O)NCc3ccccc3)on2)nc(NCC2CC2)n1	-4	-12	-2	-2	15	9	-2	-7	-6	2	-1
CC(C)(CO)Nc1ccc([N+](=O)[O-])cc1[N+](=O)[O-]	3	-3	-2	2	-23	-3	-1	-17	-8	1	2
COc1ccc(NC(=O)C2(c3cccs3)CCOCC2)cc1	2	-2	-23	2	-4	2	2	12	2	-14	3
O=C(CSc1ncccc1-c1nc2ccccc2[nH]1)N1CCN(c2ccccc2F)CC1	9	-1	2	5	-5	-6	2	71*	57*	32	15
COc1ccc(N2CCN(C(=O)c3cc(-c4ccc(F)cc4)[nH]c3C)CC2)cc1	2	14	-12	14	-9	-14	0	50	7	3	-2
CCNC(=O)C1CC(=O)N(Cc2ccc3c(c2)OCO3)C(=Nc2ccc(F)cc2)S1 (stereo not drawn)	9	-7	-3	6	3	19	-2	-3	1	-6	-1
CCOC(=O)CC1C(=O)NCCN1C(=S)NC(=O)c1ccccc1OC (stereo not drawn)	0	-6	-18	12	8	-2	-6	14	-2	0	6
OCCC1CN(Cc2nc(-c3ccccc3)cs2)CCN1CCc1ccccc1 (stereo not drawn)	9	3	1	18	21	14	-1	9	11	-8	8
O=C1C2CCCN2C(c2ccccc2)N1c1ccc(Cl)cc1 (stereo not drawn)	18	-8	-57	-122	-15	-14	-2	-9	-11	-21	8
O=C(NC1CCCC1)C(c1ccco1)N(C(=O)c1csnn1)c1ccccc1 (stereo not drawn)	-4	8	6	3	12	-2	8	9	11	6	-8
CCc1ccccc1N(C(=O)c1snc(C(N)=O)c1N)C(C(=O)NCC1CCCO1)c1c[nH]c2ccccc12 (stereo not drawn)	-3	4	-5	-7	8	10	2	12	8	12	-6
Cc1nn(-c2ccccc2)c(Cl)c1/C=C(\C#N)C(=O)NC(C)C	-10	6	-1	17	-9	4	9	15	-12	23	9
O=C1C2CCCN2C(c2ccccc2F)N1c1ccc(F)cc1 (stereo not drawn)	2	-7	-3	6	-35	5	-6	-6	9	-11	-6
Cc1cccc(NC(=O)COC(=O)CN2C(=O)c3ccccc3C2=O)c1C	-3	-6	12	-18	-16	14	0	-21	-17	44	-9
O=C(Nc1cccc2ccccc12)N1CCN(Cc2ccccc2)CC1	-2	-7	-19	-10	4	-6	-5	33	33	-4	-13
COCC(=O)Nc1cccc(C(F)(F)F)c1	-1	-2	6	-2	-14	-1	3	9	13	-10	-3
Cc1cccn2cc(COc3ccc(-c4ccccc4)cc3)nc12	-9	-3	-112	-127	-46	-67	2	-84	-14	-153	18
Nc1c(Cl)cc(-c2[nH]c3cc(C(=O)NCCO)ccc3c(=O)c2O)cc1Cl	-1	28*	8	3	-7	2	21*	5	-9	19	-12
CN(C(=O)C12CC3CC(CC(C3)C1)C2)C1CCS(=O)(=O)C1 (stereo not drawn)	-4	-15	23	17	-18	-9	12	8	26	11	0
CCCCn1nc2cc(C(=O)NCc3ccc(C(F)(F)F)cc3C(F)(F)F)ccc2c1OCC	11	-12	19	28	-7	7	-4	-27	-8	11	2
COc1ccc(C(=O)Nc2ccccc2C(=O)N/N=C/c2ccco2)cc1	17	-4	-50	-34	-53	-19	0	22	30	-89	84*

Single records (already shown). Values in the order: LMP1 NFkB inh, NOD2-RIPK2 inh, NCOA1 inh, NCOA3 inh, SRC2 inh, NR2F2 inh, TLR9-MyD88 inh, TWEAK-Fn14 inh, TROY signal inh, NR5A2 inv ag, TRAIL sens C8
Shown for COCc1[nH]nc2c1C(c1cc(OC)c(O)c(OC)c1)C(C#N)=C(N)O2 (stereo not drawn) : 0, -9, 9, -18, -4, 9, -12, 6, 5, 0, 3
Shown for COc1ccc(NC(=O)C2(c3cccs3)CCOCC2)cc1 : 2, -2, -23, 2, -4, 2, 2, 12, 2, -14, 3
